High-throughput results as filed in PubChem.
CRFBP-R2 agonist – agonists of human CRF-binding protein/CRF-R2 receptor complex; HEK293 CRF-R2/CRF-BP, calcium dye fluorescence (FLIPR); percent of saturating CRF peptide response; activation, % at 13.2 µM; AID 588473; 0.46% of 350,000 active;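 active = activation of at least 50%, plus an integration ratio under a set limit after plate pattern correction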;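 note: plate controls were neutral control wells without compound for no effect and CRF at EC100 for full effect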
TAAR1 antag – human TAAR1 antagonism. Q96RJ0. CHO RD-HGA16 TAAR1, Fluo-8 calcium fluorescence, antagonist. inhibition, % at 3 µM. 1.5% of 360,000 active;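 active = inhibition above a per-plate cutoff, the mean inhibition of test compounds on that plate plus 3 SD, cut at about 49% in these data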;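 note: 0% = DMSO plus EC80 beta-PEA response and 100% = DMSO alone without agonist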
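test system = CHO RD-HGA16 cells bearing hTAAR1 | replication = singlicate | controls = DMSO-only wells and EC80 β-PEA-stimulated wells | reagent = EC80 β-phenethylamine stimulus | read-out basis = percent inhibition of PEA-evoked calcium signal, max/basal emission ratio | schedule = seeding 17-24 h prior, 75-min 37 °C, 30-min RT dye loading | signal = kinetic Fluo-8 calcium fluorescence measurement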
CHRM5 PAM – positive allosteric modulators of human muscarinic M5 receptor; 0.3% of 360,000 active; activation, % at 3 µM; P08912; CHO-K1 hM5, Fluo-8 calcium, ACh EC20 PAM; 0% = ACh EC20, 100% = ACh EC100;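 active = activation above the run cutoff, the mean activation of all test compounds plus 3 SD, cut at about 18% in these data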
Target sequence (P08912 whole entry, looked up): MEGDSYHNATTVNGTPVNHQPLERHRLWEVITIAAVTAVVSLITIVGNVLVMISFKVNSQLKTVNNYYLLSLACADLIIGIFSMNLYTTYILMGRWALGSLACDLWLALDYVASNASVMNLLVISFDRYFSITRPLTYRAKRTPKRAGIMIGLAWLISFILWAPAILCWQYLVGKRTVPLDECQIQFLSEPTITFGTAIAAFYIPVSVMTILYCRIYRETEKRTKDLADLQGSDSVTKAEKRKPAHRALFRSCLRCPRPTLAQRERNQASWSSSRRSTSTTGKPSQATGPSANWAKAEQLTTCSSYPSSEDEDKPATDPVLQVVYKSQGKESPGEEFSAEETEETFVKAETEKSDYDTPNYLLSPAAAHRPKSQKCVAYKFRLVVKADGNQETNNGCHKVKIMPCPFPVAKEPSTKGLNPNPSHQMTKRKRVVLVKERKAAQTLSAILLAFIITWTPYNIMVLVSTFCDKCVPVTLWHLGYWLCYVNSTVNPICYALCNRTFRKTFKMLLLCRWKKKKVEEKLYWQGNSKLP
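system = human M5 receptor in CHO-K1 cells | reagent = EC20 acetylcholine as agonist stimulus | compound dosing = single-point, 3 µM nominal | incubation = Fluo-8 loading 80 min at 37 °C plus 30 min room temperature | detection = Fluo-8 calcium dye fluorescence, kinetic read | benchmarks = low control EC20 acetylcholine (0%), high control EC100 acetylcholine (100%)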
CRFR2-BP antag – CRF-BP/CRF-R2 complex antagonism; HEK293 CRF-R2/CRF-BP, CRF-induced calcium fluorescence; AID 588475; 0.59% of 350,000 active; inhibition, % at 11.8 µM;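 active = inhibition of the ligand-induced calcium signal above about 50% at the single tested concentration, limit read from the data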
CHRM5 antagonist – CHRM5 antagonism in calcium assay. P08912. 0.59% of 360,000 active. inhibition, % at 3 µM. CHO-hM5 cells, Fluo-8 calcium fluorescence, ACh EC80;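 active = inhibition above a per-plate cutoff, the mean of that plate's test compounds plus 3 SD, cut at about 27% in these data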;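 note: 0% = acetylcholine EC80 with DMSO and 100% = DMSO without agonist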
M5 ag – agonists of human muscarinic M5 receptor (CHRM5). CHO-K1 hM5 cells, Fluo-8 calcium fluorescence; 0% DMSO wells, 100% maximal acetylcholine response. activation, % at 3 µM. 0.19% of 360,000 active. AID 624037;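 active = activation above the run's mean over test compounds plus 3 SD, cut at about 23% in these data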;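 note: signal is peak over basal fluorescence ratio across the kinetic read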
TAAR1 agonist – agonists of human TAAR1; CHO RD-HGA16 TAAR1, Fluo-8 calcium fluorescence; vehicle wells 0%, saturating PEA agonist 100%; activation, % at 3 µM; 0.99% of 360,000 active; AID 624467;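 active = activation above the mean activation of all test compounds in the run plus 3 SD, cut at about 38% in these data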
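Test system: RD-HGA16 (CHO) cells co-expressing Gα16 and hTAAR1 / Benchmarks: DMSO vehicle as 0%, PEA at EC100 as 100% / Repeats: no replicates (n 1) / Measure: % activation from peak over basal fluorescence ratio, DMSO-to-PEA scaled / Timing: 17-24 h plating, Fluo-8 75 min 37 °C, 30 min RT / Technique: kinetic Fluo-8 calcium fluorescence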
M4 PAM – positive allosteric modulators of human muscarinic M4 receptor. AID 624126. CHO-K1 hM4/Gqi5, Fluo-8 calcium fluorescence, ACh EC20; 0% = ACh EC20, 100% = maximal ACh. activation, % at 3 µM. P08173. 0.4% of 360,000 active;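 active = activation above its plate's cutoff, the mean activation of sample wells plus 3 SD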; note: some results filed as inactive read as strong as hits
Target sequence (P08173 whole entry, looked up): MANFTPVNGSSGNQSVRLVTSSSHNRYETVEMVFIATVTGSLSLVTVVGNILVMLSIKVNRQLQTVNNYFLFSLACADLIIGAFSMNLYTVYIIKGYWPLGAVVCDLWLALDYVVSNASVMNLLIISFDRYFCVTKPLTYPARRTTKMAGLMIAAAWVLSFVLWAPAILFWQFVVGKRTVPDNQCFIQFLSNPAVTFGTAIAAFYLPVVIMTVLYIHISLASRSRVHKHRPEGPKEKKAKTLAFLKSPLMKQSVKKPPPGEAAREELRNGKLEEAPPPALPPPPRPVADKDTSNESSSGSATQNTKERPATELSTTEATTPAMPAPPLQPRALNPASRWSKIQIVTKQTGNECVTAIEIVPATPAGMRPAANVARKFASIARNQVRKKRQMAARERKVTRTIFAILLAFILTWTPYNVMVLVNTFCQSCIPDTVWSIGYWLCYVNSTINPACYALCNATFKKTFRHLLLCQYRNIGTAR
CHO-K1 Ca PAM – counter-screen for M1 PAMs: effect in parental CHO-K1 cells | activation, % at 3 µM | 0.02% of 360,000 active | ATP EC20, Fluo-8 calcium fluorescence; 0% at ATP EC20, 100% at ATP max;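 active = activation above the run cutoff, the mean activation of all test compounds plus 3 SD, cut at about 40% in these data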;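 note: peak over basal fluorescence ratio in a 140 s read after ATP addition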
The depositor's hits bear a star; · = not tested or not shown.

SMILES	CRFBP-R2 agonist	TAAR1 antag	CHRM5 PAM	CRFR2-BP antag	CHRM5 antagonist	M5 ag	TAAR1 agonist	M4 PAM	CHO-K1 Ca PAM
Cc1ccc(Cl)cc1N1CCN(C(=O)c2noc(C(C)C)c2[N+](=O)[O-])CC1	12	-10	7	3	-16	-6	-2	6	22
CC1=C(c2ccc(C)cc2)S(=O)(=O)N(CC(=O)O)C1=O	1.6	8	6	-6	-8	1	4	2	8
Cc1c(C)c2c(OCC(=O)N3CCC(C(=O)NCC(C)C)CC3)cc3c(c2oc1=O)CCC(C)(C)O3	-3.5	·	-3	0	15	-7	·	10	11
Cc1ccc(N2CC(C(=O)OCC(=O)c3ccc[nH]3)CC2=O)cc1 (centres undefined)	-2.1	-14	-3	14	-1	1	5	9	9
O=S(=O)(c1ccc(F)cc1)N1CCN(C(=S)NCc2ccccc2)CC1	-4.3	-21	-19	-2	11	6	5	-16	-13
CC[C@@H](NC(=O)[C@@H](Cc1ccccc1)NC(=O)CC[C@H]1O[C@@H](n2ccc(=O)[nH]c2=O)[C@H](O)[C@@H]1O)c1ccccc1	·	-11	0	·	3	1	4	1	-1
CC1Cc2cc(S(=O)(=O)N3CCN(C)CC3)ccc2N1C(=O)C1CC1 (centres undefined)	3.2	-14	14	5	-10	0	4	-6	0
Cc1ccc(C)c(NC(=S)NNC(=O)c2sccc2C)c1	0.0	17	3	4	-3	-1	2	8	18
N#Cc1cccc(C(=O)Nc2ccccc2C(=O)NC2CC2)c1	-1.6	-3	1	-4	9	2	1	2	-15
O=C(N/N=C/c1ccccc1[N+](=O)[O-])c1ccc(CN2CCOCC2)cc1	0.3	13	1	-4	-18	2	-1	-5	20
Cc1ccc(C(=O)NCCc2nnc3ccc(SCC(=O)N4CCCCC4)nn23)cc1	0.6	-15	-2	5	7	-3	-1	-7	0
Cc1ccc(C)c(Nc2nc3ccccc3[nH]2)c1	-1.0	-7	-3	24	9	-2	3	-4	11
Cc1ccc(S(=O)(=O)Nc2ccccc2CNC2CCCCC2)cc1	-4.4	-14	3	7	6	-7	8	-13	6
Cc1nn(-c2cc(N3CCCC3)ccc2[N+](=O)[O-])c(=O)c2ccccc12	-3.5	4	-4	-5	0	-5	16	-5	-4
COC(=O)c1ccc(NC(=O)Nc2ccc(F)c(Cl)c2)cc1	20	41	-21	-18	31*	15	20	-8	3
O=C1c2cccc(NCCCNCCO)c2C(=O)c2cccc(NCCCNCCO)c21	-2.3	11	-1	13	0	1	1	2	11
CCOC(=O)Cc1csc(NC(=O)c2c(-c3c(F)cccc3Cl)noc2C)n1	1.8	-2	-2	20	6	-4	8	1	10
CCn1c(SCC(=O)N2CCN(C(=O)c3ccco3)CC2)nnc1C(C)C	0.8	-6	3	-3	4	-1	5	-3	24
COc1cc(/C=N/NC(=O)CC#N)ccc1Oc1nc(Cl)ncc1F	1.2	7	5	-11	9	-1	1	5	25
COn1c(-c2ccccc2)nc2c1CCc1nonc1-2	-1.6	·	-2	-2	1	-2	·	0	12
Cc1cccc(OCc2nnc(SCC(=O)c3c(N)n(C4CC4)c(=O)[nH]c3=O)o2)c1	-1.4	-9	2	14	-3	1	4	19	-2
Cc1ccc(S(=O)(=O)N(C)C)cc1NC(=O)COc1ccccc1C(=O)Nc1ccccc1	1.0	55*	-5	-2	9	0	14	-10	-11
CSc1nc2ccc3nc(NC(=O)c4cccs4)sc3c2s1	-0.4	9	-2	-5	9	0	8	20	-4
Cc1cc(C(=O)N2CCCC(C(=O)c3cccc(C(F)(F)F)c3)C2)nc(C)n1 (centres undefined)	-1.8	7	-1	-3	-11	-2	4	3	-1
CCOC(=O)c1c(C)oc2cc(Br)c(O)c(Br)c12	-1.6	-23	-1	19	1	-1	-1	5	18
(continued)
SMILES	CRFBP-R2 agonist	TAAR1 antag	CHRM5 PAM	CRFR2-BP antag	CHRM5 antagonist	M5 ag	TAAR1 agonist	M4 PAM	CHO-K1 Ca PAM
CCOc1ccc(NC(=S)NC23CC4CC(CC(C4)C2)C3)cc1	1.1	-14	5	-7	1	1	2	-1	13
CCOc1cc(/C=N/Nc2nc(-c3cccs3)c(NC(C)=O)s2)ccc1O	-4.3	-20	15	4	-5	-1	3	1	11
CC1(c2cccc(Br)c2)NC(=O)N(CC(=O)NC2CCCCC2)C1=O (centres undefined)	-1.2	11	2	-4	-7	2	4	16	4
COc1ccccc1/C=N\NC(=O)c1c(C)nc2ccc(Cl)cn12	0.2	-14	-7	-6	8	0	8	-4	10
Nc1nc(SCC(=O)N2CCCc3ccccc32)n[nH]1	1.3	-33	-7	-2	2	-2	11	9	11
CCN(CC(=O)Nc1ccc2c(c1)OCCO2)CC(=O)Nc1cc(C)on1	0.1	3	-2	2	-11	4	-1	17	28
CN1CCC(N(C)C(=O)c2ccccc2Nc2ccc(SC(F)F)cc2)CC1	-1.5	-16	-9	12	2	0	4	-1	-11
N#Cc1ccc(COc2cccc3cccnc23)cc1	-1.4	-17	-5	4	22	-3	2	-1	4
CCCCN1C[C@H](c2ccc(OC)cc2)[C@@H](CC(=O)Nc2ccc(Br)cc2)C1=O	-0.2	5	-4	-21	11	0	-1	-2	-14
CC(=O)Nc1cccc(NC(=O)c2ccccc2OCc2c(C)noc2C)c1	-1.8	-6	-15	13	7	-1	3	14	-11
CCCn1ccc(O)c(Cc2ccc(Cl)cc2)c1=O	-3.3	-2	3	-11	10	-1	12	2	15
COc1ccc(C(=O)NCC(C)(c2ccccc2)c2ccccc2)cc1S(=O)(=O)N1CCOCC1	-0.6	-4	-12	25	7	-8	5	-4	-1
CCCCN1CC(COCc2ccccc2)Oc2cc(Br)ccc2S1(=O)=O (centres undefined)	9.4	8	0	5	9	-1	3	-5	11
COc1cccc(N(CC(=O)N2CCN(Cc3ccccc3)CC2)S(C)(=O)=O)c1	-0.9	-13	1	9	-2	1	1	0	1
COc1ccc2[nH]c3c(c2c1)CCN1C(=O)N([C@@H](C)C(=O)NCc2c(F)cccc2Cl)C(=O)[C@]31C	-2.8	2	-6	14	3	2	2	-3	3
C=CCn1c(N2CCN(c3ccc(OC)cc3)CC2)nc2c1c(=O)[nH]c(=O)n2C	2.9	-6	2	-26	4	0	1	15	-6
O=S1(=O)CC(N2CCSCC2)CN1Cc1cn(Cc2ccc(C(F)(F)F)cc2)nn1 (centres undefined)	·	-22	-2	·	-4	2	6	-1	9
Cc1c(C)n(C)c2ccc(C(=O)NCCCN3CCN(c4ccccc4F)CC3)cc12	0.7	-4	-5	-20	10	-8	0	-1	12
Cc1cccc(NC(=O)CCN2CC(C)CC(C)C2)c1 (centres undefined)	-0.1	-10	7	6	1	0	0	2	17
O=C1[C@@H]2[C@H](C(=O)N1Cc1cccnc1)[C@H]1C=C[C@@H]2C1	-2.5	1	-1	8	-3	1	6	-2	14
Cc1ccc(S(=O)(=O)Nc2cccc(C(=O)NCc3ccccn3)c2)cc1F	-2.2	7	1	3	-1	3	1	8	4
CC1CCC(C(=O)NC(C(=O)NCCCN2CCOCC2)C(C)C)CC1 (centres undefined)	0.0	1	3	2	0	1	5	7	20
CCC(Oc1ccccc1)C(=O)Nc1nc2c(s1)C(=O)CC(C)(C)C2 (centres undefined)	0.0	-14	3	-6	6	-8	23	-7	5
O=c1[nH]c2ccc(S(=O)(=O)N3CCN(c4ccccc4)CC3)cc2[nH]c1=O	5.2	-6	3	-2	-8	-2	3	10	24
Cc1ccc(S(=O)(=O)/N=C(/Nc2cccc(C(=O)O)c2)c2ccccc2)cc1	0.5	11	3	-17	0	-1	1	-7	-18
Following part:
SMILES	CRFBP-R2 agonist	TAAR1 antag	CHRM5 PAM	CRFR2-BP antag	CHRM5 antagonist	M5 ag	TAAR1 agonist	M4 PAM	CHO-K1 Ca PAM
COc1ccc(-n2nc(C(=O)NCc3ccco3)c3c4ccccc4n(C)c3c2=O)cc1Cl	6.4	3	2	-10	-4	-1	2	4	19
Cc1nnc(N2C(=O)C(O)=C(C(=O)c3ccco3)C2c2cccc3ccccc23)s1 (centres undefined)	15	-30	-4	-27	11	6	1	0	9
CCOCCn1c(CN2CCCC(C)C2)nc2c1c(=O)n(C)c(=O)n2C (centres undefined)	-5.3	-18	2	-15	-2	1	2	9	13
O=C(Nc1cccc2ccccc12)N1CCN(c2ccc(F)cc2)CC1	1.5	10	2	4	6	0	8	13	-6
Cc1ccccc1CS(=O)(=O)Cc1ccc(C(=O)NC2CCCC2)o1	-2.5	-19	-7	-18	9	-4	2	-4	-4
COC(=O)CCS(=O)(=O)c1ccc(NC(C)=O)cc1	-0.6	0	1	13	-6	4	0	2	0
Cc1nn(C)c(C)c1/C=C(/C(=O)C(C)(C)C)n1cncn1	-1.5	-28	-5	-2	16	-1	1	-3	7
CCOc1cccc2sc(=NC(=O)CCS(=O)(=O)c3ccccc3)n(CC)c12	1.9	10	-8	-2	19	-2	1	-1	12
O=C(CN1C(=O)c2ccccc2S1(=O)=O)NCc1ccco1	-1.7	4	8	-4	-7	0	7	4	18
Cn1c(NC(=O)c2ccccc2Br)cc(=O)n(C)c1=O	-0.4	-5	4	10	9	2	1	5	19
CC(C)C(C)NC(=O)COc1ncnc2ccccc12 (centres undefined)	4.0	-6	-1	1	-4	-1	6	20	7
CCCCCc1cc(=O)oc2c(C(CCN3CCN(c4ccccc4)CC3)c3ccc4c(c3)OCO4)c(OC)cc(OC)c12 (centres undefined)	3.4	13	-4	4	14	-1	0	5	-14
CN(Cc1nc(-c2cnccn2)no1)CC1(c2ccccc2)CC1(C)C (centres undefined)	1.0	-9	0	-1	-3	4	2	18	-10
CC(NS(=O)(=O)c1ccc(Br)cc1)C(c1cccs1)N1CCN(C)CC1 (centres undefined)	13	-12	0	-16	-4	0	3	6	26

Profiles as entered above. Screens in order: CRFBP-R2 agonist | TAAR1 antag | CHRM5 PAM | CRFR2-BP antag | CHRM5 antagonist | M5 ag | TAAR1 agonist | M4 PAM | CHO-K1 Ca PAM
COc1ccc(-n2nc(C(=O)NCc3ccco3)c3c4ccccc4n(C)c3c2=O)cc1Cl in the list: 6.4 | 3 | 2 | -10 | -4 | -1 | 2 | 4 | 19
Cc1nn(C)c(C)c1/C=C(/C(=O)C(C)(C)C)n1cncn1 in the list: -1.5 | -28 | -5 | -2 | 16 | -1 | 1 | -3 | 7
CC(NS(=O)(=O)c1ccc(Br)cc1)C(c1cccs1)N1CCN(C)CC1 (centres undefined) in the list: 13 | -12 | 0 | -16 | -4 | 0 | 3 | 6 | 26
Cn1c(NC(=O)c2ccccc2Br)cc(=O)n(C)c1=O in the list: -0.4 | -5 | 4 | 10 | 9 | 2 | 1 | 5 | 19
